Cav3 T inh: inhibitors of human Cav3.2 T-type calcium channel. O95180. Cav3.2-expressing cells, Fluo-4 calcium fluorescence FDSS; active compounds read low. B-score at 10 µM. 4% of 100,000 active. AID 449739;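 active means single-dose well whose peak fluorescence ratio is a statistical outlier from its plate by either plate-standardised score or position-corrected B-score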
Target sequence (O95180 whole entry, looked up): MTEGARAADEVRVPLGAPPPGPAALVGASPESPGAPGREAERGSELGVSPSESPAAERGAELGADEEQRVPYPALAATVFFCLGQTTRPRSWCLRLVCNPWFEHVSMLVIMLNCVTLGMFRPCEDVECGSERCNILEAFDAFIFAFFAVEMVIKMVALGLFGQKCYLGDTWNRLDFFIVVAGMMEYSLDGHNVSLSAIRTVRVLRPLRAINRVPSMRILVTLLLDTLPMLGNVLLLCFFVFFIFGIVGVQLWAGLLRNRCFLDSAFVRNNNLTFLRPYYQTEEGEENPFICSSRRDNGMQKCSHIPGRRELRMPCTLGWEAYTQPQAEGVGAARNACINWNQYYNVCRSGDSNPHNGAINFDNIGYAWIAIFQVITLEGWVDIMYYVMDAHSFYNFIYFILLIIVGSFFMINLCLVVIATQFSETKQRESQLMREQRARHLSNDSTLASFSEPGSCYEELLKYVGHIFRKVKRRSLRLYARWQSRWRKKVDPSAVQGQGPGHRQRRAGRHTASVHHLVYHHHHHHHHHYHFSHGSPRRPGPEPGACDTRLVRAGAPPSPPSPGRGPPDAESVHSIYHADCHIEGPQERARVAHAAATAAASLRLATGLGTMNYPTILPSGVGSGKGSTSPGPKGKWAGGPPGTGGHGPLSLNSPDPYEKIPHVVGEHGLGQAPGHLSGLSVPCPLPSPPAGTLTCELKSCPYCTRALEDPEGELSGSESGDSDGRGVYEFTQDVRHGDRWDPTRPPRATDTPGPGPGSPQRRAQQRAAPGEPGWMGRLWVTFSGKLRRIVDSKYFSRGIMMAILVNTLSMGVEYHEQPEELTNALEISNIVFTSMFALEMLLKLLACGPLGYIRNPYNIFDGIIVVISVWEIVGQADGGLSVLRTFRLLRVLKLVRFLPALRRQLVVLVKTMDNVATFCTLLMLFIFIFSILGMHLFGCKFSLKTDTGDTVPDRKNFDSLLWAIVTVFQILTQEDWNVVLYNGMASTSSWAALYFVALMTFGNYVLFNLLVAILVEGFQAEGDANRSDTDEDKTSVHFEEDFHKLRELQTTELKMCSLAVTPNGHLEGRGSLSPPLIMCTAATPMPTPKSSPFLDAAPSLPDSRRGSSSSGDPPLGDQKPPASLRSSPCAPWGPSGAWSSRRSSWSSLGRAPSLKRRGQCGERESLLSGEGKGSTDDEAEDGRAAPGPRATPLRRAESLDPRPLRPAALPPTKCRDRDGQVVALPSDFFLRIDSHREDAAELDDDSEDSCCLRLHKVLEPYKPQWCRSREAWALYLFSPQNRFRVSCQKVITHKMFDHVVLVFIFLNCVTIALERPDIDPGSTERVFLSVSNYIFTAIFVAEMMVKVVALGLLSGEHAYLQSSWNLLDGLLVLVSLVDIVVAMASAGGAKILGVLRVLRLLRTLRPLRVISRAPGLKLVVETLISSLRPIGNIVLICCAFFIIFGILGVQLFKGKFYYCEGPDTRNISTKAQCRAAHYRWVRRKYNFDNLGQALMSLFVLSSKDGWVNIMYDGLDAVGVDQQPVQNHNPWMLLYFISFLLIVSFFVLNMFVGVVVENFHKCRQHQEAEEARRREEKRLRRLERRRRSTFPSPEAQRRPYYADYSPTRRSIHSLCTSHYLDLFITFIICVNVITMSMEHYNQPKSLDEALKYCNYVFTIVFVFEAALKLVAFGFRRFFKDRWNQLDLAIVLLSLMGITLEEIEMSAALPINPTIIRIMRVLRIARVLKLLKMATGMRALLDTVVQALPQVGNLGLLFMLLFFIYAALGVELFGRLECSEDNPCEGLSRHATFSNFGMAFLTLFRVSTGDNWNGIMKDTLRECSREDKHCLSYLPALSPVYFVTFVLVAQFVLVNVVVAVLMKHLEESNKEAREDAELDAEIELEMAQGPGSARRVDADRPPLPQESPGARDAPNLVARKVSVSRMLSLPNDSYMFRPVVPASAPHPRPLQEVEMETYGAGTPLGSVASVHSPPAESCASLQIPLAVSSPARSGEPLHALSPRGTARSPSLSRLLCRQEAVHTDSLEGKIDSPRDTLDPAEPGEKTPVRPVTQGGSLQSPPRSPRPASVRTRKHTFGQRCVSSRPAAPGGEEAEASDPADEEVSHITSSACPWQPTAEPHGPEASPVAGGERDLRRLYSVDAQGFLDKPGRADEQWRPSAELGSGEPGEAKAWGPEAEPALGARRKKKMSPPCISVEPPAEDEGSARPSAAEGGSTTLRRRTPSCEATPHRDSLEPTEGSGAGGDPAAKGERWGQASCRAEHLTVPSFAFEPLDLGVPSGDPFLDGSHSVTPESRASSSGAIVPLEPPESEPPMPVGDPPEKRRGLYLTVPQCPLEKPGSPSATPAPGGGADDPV
* = called active by the depositor. These rows are one share of the data; count on the stated rates, not on these rows.

Cav3 T inh	mol
-0.18	CC1CCc2nc3ccc(S(=O)(=O)N4CCC(C(=O)N5CCCCC5)CC4)cc3c(C(=O)O)c2C1 (stereo unspecified)
-0.043	Cc1cccc(NC(=O)c2cnc3ccccn3c2=O)c1
-1.4	CCCc1c(C)c2cccc(C)c2[nH]c1=O
0.67	CN(C)S(=O)(=O)c1ccc(S(=O)(=O)Nc2ccc3c(c2)oc2ccccc23)cc1
-3.2	COc1cccc(S(=O)(=O)Nc2ccc(C(=O)NCc3ccco3)cc2)c1
-0.033	CC(=O)Nc1ccc(NC(=O)C2CC(=O)N(c3cccc(C)c3C)C2)cc1 (stereo unspecified)
0.38	CCc1c(C)nc2ncnn2c1NCCc1ccccc1
-1.9	O=C(Nc1ccc(N2C(=O)C3C4C=CC(C4)C3C2=O)cc1)Nc1nnc(C(F)(F)F)s1 (stereo unspecified)
0.72	NCCCC[C@H](NC(=O)C1CCNCC1)c1nnc([C@@H](N)Cc2ccc(O)cc2)o1
0.28	COc1cccc(C(=O)Cn2c(=N)n(C)c3ccccc32)c1
-0.5	CCc1cccc(C)c1N(C(=O)Cn1c(COC)nc2ccccc21)C(C)COC (stereo unspecified)
0.43	COc1cc(C(=O)OCC(=O)N2CCCC2)cc(OC)c1OC
0.41	CCOC(=O)C1CCCN(Cc2ccccc2F)C1 (stereo unspecified)
0.25	COc1ccc2c(c1)CCc1c(C(=O)Nc3ccc(OC)c(OC)c3)noc1-2
-7.3*	CCCCCn1nc(-c2ccccc2)c2nc3ccccc3nc21
0.13	CCOC(=O)N1CCN(C(=O)CS(=O)(=O)c2cn(Cc3ccccc3Cl)c3ccccc23)CC1
0.17	CN=C1SC(CC(=O)NCCc2ccc(OC)c(OC)c2)C(=O)N1C (stereo unspecified)
0.21	CC(C)(C)c1ccc(C(=O)C=[N+]=[N-])cc1
0.41	COC(=O)C(F)(Sc1c(C)n(C)n(-c2ccccc2)c1=O)C(F)(F)F (stereo unspecified)
1.7	O=C(CC1Nc2ccccc2NC1=O)NCCc1ccccc1 (stereo unspecified)

Some of the entries above, set out differently:
> COc1cccc(S(=O)(=O)Nc2ccc(C(=O)NCc3ccco3)cc2)c1
  Cav3 T inh: -3.2
> CC(=O)Nc1ccc(NC(=O)C2CC(=O)N(c3cccc(C)c3C)C2)cc1 (stereo unspecified)
  Cav3 T inh: -0.033
> CCc1c(C)nc2ncnn2c1NCCc1ccccc1
  Cav3 T inh: 0.38

Remaining list, next part:
Cav3 T inh	mol
0.76	Cc1cc(C)c2c(c1)OC(O)(C(F)F)CC2=O (stereo unspecified)
0.44	CCOc1ccc(Nc2cc(C)nc(N3CCOCC3)n2)cc1
0.68	CN(C)C(=O)C12CCC(C)(c3nc4ccccc4nc31)C2(C)C (stereo unspecified)
0.27	CN(c1cccc(Cl)c1)S(=O)(=O)c1cccc(C(=O)NC2=NCCS2)c1
-0.63	CCOc1cc(N2CCOCC2)c(OCC)cc1NC(=O)C1CCCC1
-7*	CCCNS(=O)(=O)c1ccc(CCC(=O)Nc2cc(Cl)ccc2Oc2ccccc2)cc1
-0.19	COc1ccc(CCNC(=O)COc2nsnc2N2CCOCC2)cc1OC
0.49	O=C1CSC(c2ccncc2)N1Cc1ccco1 (stereo unspecified)
0.32	Cc1cccc(C)c1NC(=O)CSc1nnnn1C
-0.38	O=C(O)c1ccccc1S(=O)(=O)Cc1ccccc1
0.84	Cc1cc(-c2cc(N)n(-c3ccccc3)n2)c(C)n1C1CCCC1
-1.5	O=C(c1nn(-c2ccccc2)c(=O)c2ccccc12)N1CCN(c2ccccn2)CC1
0.09	COC(=O)C[C@H]1c2cc(C(F)(F)F)ccc2S(=O)(=O)N1Cc1ccc(OC)cc1
0.88	O=C(COc1ccccc1Cl)NCc1ccncc1
0.2	O=C(Nc1ccc(F)c(F)c1)c1cnc(-c2ccccc2)nc1-c1ccccc1
-0.86	Cc1nc2sc(C(c3cccs3)N3CCN(c4ccccc4)CC3)c(O)n2n1 (stereo unspecified)
1.3	CCn1c(=O)c(C(=O)NCCN2CCCCC2)c(O)c2ccccc21
-0.58	Nc1ccc2oc(-c3ccc4nc[nH]c4c3)nc2c1
1.6	Cc1oc(-c2ccc(Cl)cc2)nc1CN1CCCC(C(=O)NCc2cccnc2)C1 (stereo unspecified)
-0.0094	COCCOC(=O)C1=C(C)Nc2ncnn2C1c1ccccc1 (stereo unspecified)
-0.27	CS(=O)(=O)NCCSCc1ccco1
-2.9	COc1ccc(N2CCN(CC(=O)Nc3nc4c(s3)CC(C)CC4)CC2)cc1 (stereo unspecified)
-0.8	CCn1c(SCC(=O)Nc2nccs2)nnc1-c1ccncc1
1.5	c1ccc2[nH]c(CN3CCOCC3)nc2c1
0.68	Cn1c(NC(=O)c2ccc(Br)o2)cc(=O)n(C)c1=O
-1.1	Cc1ccc(C(=O)NCCNc2ccc(Cl)cc2[N+](=O)[O-])o1
1.2	COC(=O)C1=C(C)N(CC2CCCO2)C(=O)/C1=C\c1ccc(O)cc1 (stereo unspecified)
-0.39	CC1CCN(Cc2ccc(-c3nn[nH]n3)cc2)CC1
0.61	O=C1OC(Nc2nc3ccccc3s2)c2ccccc21 (stereo unspecified)
1.4	CCOc1ccc2[nH]c(=O)c(CN(CCc3ccccc3)C(=O)c3cnccn3)cc2c1
0.086	Cn1c(=O)c2c(ncn2CC(=O)NC(C)(C)C)n(C)c1=O
-3.2	CCNc1nc(NCC)nc(OCCOC(=O)COc2ccc(Cl)cc2Cl)n1
0.93	COC(=O)c1c(C(=O)OC)c(-c2ccccc2)n2c1CS(=O)C2 (stereo unspecified)
-2.7	CCCCOn1c(C)c(C(=O)OCC)c2c3nonc3ccc21
-0.052	Cc1nc2ccccc2c2nc(N)nn12
0.55	COCc1cc(C)nc(N2CCNCC2)c1C#N
-0.044	O=C(NCCc1ccncc1)Nc1ccc(Cl)cc1
-0.95	Cn1cccc1C(=O)C(=O)Nc1cc(Cl)cc(Cl)c1
1.7	COc1ccc2nc(NC(=O)CSc3nc(C)cc(=O)[nH]3)sc2c1
0.096	CC(=O)Nc1ccc(S(=O)(=O)NCC2CCC(C(=O)NCCCN3CCCC3=O)CC2)cc1 (stereo unspecified)
0.24	CCN1CCN(Cc2ccc(NC(=O)c3cc(NC(=O)c4cnn(-c5ccccc5)c4N)cc(OC)c3)cc2C(F)(F)F)CC1
0.56	COc1cccc(CNC(=O)C2CCCN(S(=O)(=O)c3cccc4nonc34)C2)c1 (stereo unspecified)
0.76	O=C(O)c1ccc2c(c1)NC(=O)C(N1CCCC1)S2 (stereo unspecified)
-0.036	CCOC(=O)C1=C(C)N(CCCCCC(=O)O)C(=O)NC1c1ccccc1OS(=O)(=O)c1ccc(C)cc1 (stereo unspecified)
-0.91	CC(=O)Nc1ccc(NC(=O)C(C)Oc2ccccc2F)cc1 (stereo unspecified)
-0.44	CCOc1ccc(NC(=O)Cn2nnc(-c3ccccc3NC(=O)c3cccs3)n2)cc1
0.59	O=C(Nc1ccccc1)OCCN1CCN(Cc2ccccc2)CCC1=O
-3.8	COc1ccccc1CN=Cc1[nH]c2ccc(Br)c(Cl)c2c1O
0.36	Cc1cc(NC(=O)c2cc(C3CC3)on2)no1
-0.45	COc1ccc(NC2=NCC(=O)N2c2ccccc2)c(OC)c1
0.15	CCOc1cc(N2CCOCC2)c(OCC)cc1NC(=O)c1cc(-c2ccco2)nc2ccccc12
1.3	CCc1cc2c(=O)[nH]c(Cc3ccc(Cl)cc3)nc2s1
-0.18	CCCC1CCC(c2nc(-c3cccnc3)no2)CC1 (stereo unspecified)
0.58	O=C(Cn1c(NCCO)nc2ccccc21)NCCc1ccccc1
-0.39	CC(=O)CSc1nc2ccc(Nc3nc(N4CCOCC4)nc(N4CCOCC4)n3)cc2s1
-0.35	COc1cc(CNc2ccc3c(c2)CCC3)cc(OC)c1O
-2	c1ccc2c(NC3CCCC3)nnc(NC3CCCC3)c2c1
-4.2	CCOC(=O)c1nnn(CC(=O)N2N=C(c3ccc(Cl)cc3)CC2c2ccc(OC)cc2)c1C(=O)OCC (stereo unspecified)
-2.1	CCOC(=O)c1ccc(NC(=O)C2(c3ccc(OC)cc3)CCOCC2)cc1
-0.06	CS(=O)(=O)N(CC(=O)NCc1ccccc1Cl)Cc1ccccc1

(list continues)
Cav3 T inh	mol
-4.1*	O=C1[C@H](CC[C@H](O)c2ccc(F)cc2)[C@@H](c2ccc(O)cc2)N1c1ccc(F)cc1
-0.73	CCCCc1ccc(-c2nc(NC(=O)C3C4CCC(O4)C3C(=O)O)sc2C)cc1 (stereo unspecified)
-0.13	COc1ccc(Cl)cc1NC(=O)COc1cccc(-n2cnnn2)c1
0.053	NC(=O)c1ncc(C(F)(F)F)cc1Oc1ccc(F)cc1
-0.0069	COCCNC(=O)CSc1nc2ccccc2c(=O)n1-c1cccc(OC)c1
-4.6*	Cc1ccc(-c2nn(-c3cc(Cl)ccc3[N+](=O)[O-])c(=O)c3ccccc23)cc1C
-1.1	CCOc1ccc2[nH]c(=O)c(CN(Cc3ccc(F)cc3)C(=O)N3CCCC3)cc2c1
-0.57	Cn1c(=O)n(CCc2ccccc2)c(=O)c2c1nc1n2CCCN1Cc1ccccc1
-1	O=C(/C=C1\NC2(CCCC2)Cc2ccccc21)N1CCOCC1
-4.4	COc1cc(Cl)c(C)cc1NC(=O)CSc1nnc(-c2ccco2)n1CC(C)C
0.71	Cc1ccc(-c2nnc(SCC(=O)OC(C)C)n2N)cc1
1.1	COc1ccc2[nH]cc(C(=O)CN3CCCC(C)C3)c2c1 (stereo unspecified)
1.9	CC(C)[C@H](NS(=O)(=O)c1ccccc1)C(=O)OCC(=O)NC(=O)c1cccn1C
-0.71	CC(=O)NCCC(=O)Nc1sc2c(c1-c1nc3ccccc3[nH]1)CCCC2
0.18	Cn1cccc1C(=O)NC(=O)COC(=O)C12CC3CC(CC(O)(C3)C1)C2
0.46	COc1ccc(NC(=O)CCN2CCCC(C)C2)cc1 (stereo unspecified)
-1.2	CCOC(=O)c1c(-c2ccco2)csc1NC(=O)CSc1nnc(N)s1
-2.2	CCCOc1ccc(-c2nnn(CC(=O)N3CCC(C)CC3)n2)cc1
1	COc1cccc(C2C(C(C)=O)=C(O)C(=O)N2CCc2c[nH]c3ccccc23)c1 (stereo unspecified)
0.68	CCn1ncc(/C=C/C(=O)NCc2cnn(C)c2C)c1C
0.93	C#CC(=O)N(c1ccc(OC)c(OC)c1)C(C(=O)NC1CCCC1)c1cccs1 (stereo unspecified)
-1.2	Cc1cc(C)c(-c2cc(C(=O)Nc3c(C)n(C)n(-c4ccccc4)c3=O)[nH]n2)c(O)c1
1.3	O=C(Cn1c(-c2cncs2)nc2ccccc21)NC1CCCC1
0.82	COCCn1c(SCC(=O)Nc2ccc(S(N)(=O)=O)cc2)nc2ccccc21
0.16	Cn1nc(-c2ccccc2)c(C(=O)Nc2ccc(Cl)cc2)c1Cl
0.84	CSCCC(NC(C)=O)C(=O)Oc1ccc2c3c(c(=O)oc2c1)CCCC3 (stereo unspecified)
0.065	COc1ccc(NC(=O)CCNC(C)=O)cc1NS(=O)(=O)c1ccc(F)cc1
-0.015	CC(NC(=O)c1ccco1)C1COc2ccccc2O1 (stereo unspecified)
-0.037	CCn1cc(C2N3CC4(C)CN2CC(C)(C3)C4=O)c2ccccc21 (stereo unspecified)
0.087	CCC(C)NC(=O)C1CCC(=O)N(c2cc(OC)c(OC)c(OC)c2)C1c1ccc(OC)cc1 (stereo unspecified)
-0.0056	Clc1ccccc1CSc1nnc(-c2ccncc2)o1
1.2	COc1ccc(C(CC(=O)N2CCCC2)c2c(O)cc(OC)cc2OC)cc1 (stereo unspecified)
-1.4	Cc1ccc(Nc2nc3c([nH]2)c(=O)n(C)c(=O)n3C)cc1
0.99	Cc1nnc(NC(=O)C2CCCN(c3ncccn3)C2)s1 (stereo unspecified)
0.13	Cc1cccc(OCC(=O)Nc2sc3c(c2C#N)CCC3)c1
0.2	O=C(O)C1C2CCC(O2)C1C(=O)NCc1ccncc1 (stereo unspecified)
0.2	CC(=O)c1ccc(NC(=O)CSc2nnc(Cn3c(=O)sc4ccccc43)n2C)cc1
0.46	c1coc(CNC2C3CC4CC(C3)CC2C4)c1 (stereo unspecified)
0.66	CCCn1cnc2cc(NCc3ccccn3)ccc21
-0.54	CCOC(=O)c1c(NC(=O)CSc2nnc(CNC(=O)c3ccco3)n2C)sc2c1CCC2
-0.11	Cc1ccc(-c2csc(N3CCC(C(N)=O)(N4CCCCC4)CC3)n2)cc1
-0.15	COc1ccccc1CNC(=O)C1CC(c2cccc([N+](=O)[O-])c2)=NO1 (stereo unspecified)
0.82	CCO[C@H]1OC(C(=O)N2CCN(Cc3ccc4c(c3)OCO4)CC2)=C[C@@H](C)[C@@H]1CCCO
0.69	Cn1c(SCCCC(=O)c2ccc(F)cc2)nnc1-c1ccncc1
-0.18	CCn1c(COc2ccccc2)nnc1SCC(=O)CC(=O)Nc1ccccc1OC
1.4	CCn1cc(C(=O)N2CCN(C3CCCCC3)CC2)c2cc(OC)c(OC)cc2c1=O
0.4	COC(=O)c1[nH]c2cc(OC)ccc2c1NC(=O)CCN1CCSCC1

By substructure, those above containing an aryl thioether with sulfur outside any ring.
Cav3 T inh	mol
0.41	COC(=O)C(F)(Sc1c(C)n(C)n(-c2ccccc2)c1=O)C(F)(F)F (stereo unspecified)
0.32	Cc1cccc(C)c1NC(=O)CSc1nnnn1C
-0.8	CCn1c(SCC(=O)Nc2nccs2)nnc1-c1ccncc1
1.7	COc1ccc2nc(NC(=O)CSc3nc(C)cc(=O)[nH]3)sc2c1
-0.39	CC(=O)CSc1nc2ccc(Nc3nc(N4CCOCC4)nc(N4CCOCC4)n3)cc2s1
-0.0069	COCCNC(=O)CSc1nc2ccccc2c(=O)n1-c1cccc(OC)c1
-4.4	COc1cc(Cl)c(C)cc1NC(=O)CSc1nnc(-c2ccco2)n1CC(C)C
0.71	Cc1ccc(-c2nnc(SCC(=O)OC(C)C)n2N)cc1
-1.2	CCOC(=O)c1c(-c2ccco2)csc1NC(=O)CSc1nnc(N)s1
0.82	COCCn1c(SCC(=O)Nc2ccc(S(N)(=O)=O)cc2)nc2ccccc21
-0.0056	Clc1ccccc1CSc1nnc(-c2ccncc2)o1
0.2	CC(=O)c1ccc(NC(=O)CSc2nnc(Cn3c(=O)sc4ccccc43)n2C)cc1
-0.54	CCOC(=O)c1c(NC(=O)CSc2nnc(CNC(=O)c3ccco3)n2C)sc2c1CCC2
0.69	Cn1c(SCCCC(=O)c2ccc(F)cc2)nnc1-c1ccncc1
-0.18	CCn1c(COc2ccccc2)nnc1SCC(=O)CC(=O)Nc1ccccc1OC

Compound activity as filed in PubChem.
